Compound activity: PubChem, several laboratories
SIAH1 antagonists: Siah-1 peptide-binding antagonists, primary screen, biochemical, fluorescence polarization, rhodamine-plectin, uHTS (AID 1817). Siah-1 / rhodamine-plectin peptide fluorescence polarization; higher % means a stronger effect. displacement, % at 20 µM; hits with a dose series show IC50 in µM. hit rate 0.02% among 290,000;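 active means displacement of at least 50% at 20 µM, with a fluorescence ratio check between 0.3 and a set limit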;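 further: plate controls were Siah plus tracer with DMSO for no effect and tracer alone without Siah for full effect; strong numbers were not always called active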
human PMI inhibitors: human PMI inhibitors, high substrate, primary screen, biochemical, fluorescence intensity, high mannose 6-phosphate (AID 1220). recombinant PMI enzyme, coupled fluorescence intensity; higher % means a stronger effect. inhibition, % at 20 µM; hits with a dose series show IC50 in µM. hit rate 0.66% among 190,000; in the data active means inhibition above about 50%
PhoP inhibition: inhibitors of PhoP regulon expression, primary screen, Salmonella Typhimurium, GFP reporter (AID 1863). inhibition, % at 50 µM; hits with a dose series show IC50 in µM. hit rate 0.16% among 300,000. S. Typhimurium PhoP-regulated promoter GFP reporter, 4 h; higher % means a stronger effect;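 active means inhibition over 29.93%, a cutoff 3 SD above the screen mean, later confirmed by dose response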;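 further: 0% = low Mg2+ inducing control and 100% = high Mg2+ repressing control; strong numbers were not always called active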
P. falciparum M17LAP: P. falciparum M17LAP inhibitors, primary screen, biochemical, fluorogenic H-Leu-NHMec substrate, 1536-well (AID 1619); hit rate 0.38% among 220,000; one-dose inhibition, % at 30 µM; IC50 in µM for titrated hits; recombinant M17LAP, H-Leu-NHMec fluorogenic kinetic assay; higher % means a stronger effect;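 active means compound inhibiting the enzyme by more than half at any dose during confirmatory dose-response retesting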;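 further: plate controls were full reaction with DMSO carrier for no effect and no enzyme background for full effect; strong numbers were not always called active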
XIAP displacement: small molecules displacing peptide from XIAP – biochemical, IAP family, fluorescence polarization (AID 1018); XIAP BIR domain, fluorescence polarization peptide displacement; higher % means a stronger effect; displacement, % at 20 µM, or IC50 in µM where a hit was titrated; hit rate 0.007% among 200,000; in the data active means displacement above about 50%; further: a part of the inactive calls stands beside numbers as strong as those of hits
West Nile virus CPE: West Nile virus antiviral activity, cell-based, CPE readout (AID 1621) | West Nile virus-infected cells, CPE inhibition; higher % means a stronger effect | hit rate 0.02% among 290,000 | CPE inhibition, % at 10 µM; hits with a dose series show IC50 in µM; in the data active means a potency from the dose series; further: strong numbers were not always called active
P. falciparum M1AAP: P. falciparum M1AAP inhibitors, biochemical, fluorogenic H-Leu-NHMec substrate, 1536-well (AID 1445); recombinant M1AAP, H-Leu-NHMec fluorogenic kinetic assay; higher % means a stronger effect; hit rate 0.42% among 220,000; one-dose inhibition, % at 30 µM; IC50 in µM for titrated hits;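 active means primary inhibition above the hit cutoff, then over 50% inhibition at one or more dose response concentrations, cut at about 23% in these data, passing the limit was not always enough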;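 further: plate controls were DMSO full reaction for no effect and no enzyme background for full effect; strong numbers were not always called active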
CSM14.1 death rescue: rescue of cells from ER stress-induced death, primary screen, 384-well, CSM14.1, thapsigargin, ATP luminescence (AID 1222) | CSM14.1 thapsigargin-induced death rescue, ATP luminescence; higher % means a stronger effect | 190,000 tested, under 10 active | one-dose cellular ATP content (survival), % at 20 µM; EC50 in µM for titrated hits;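 active means EC50 below 50 µM in the dose-response confirmation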;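 further: death triggered by thapsigargin at about 15 µM added after 2 h compound pretreatment; cell ATP read after overnight thapsigargin exposure of roughly 18 to 22 hours; normalized against plate controls of thapsigargin alone and 5% DMSO vehicle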
Yfh1-depleted yeast: mitochondrial function rescue without frataxin homolog – Friedreich's ataxia, plus single-dose screen, dose response (AID 1465) | S. cerevisiae Yfh1-off respiration, WST-1 reduction, 72 h; higher fold induction means a stronger effect | hit rate 0.074% among 220,000 | fold induction at 50 µM; hits with a dose series show EC50 in µM;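 active means fold induction of absorbance versus untreated yeast above a set limit, then at least 30% activation at any dose in follow-up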;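 further: activators that raise dye reduction in frataxin-depleted yeast; strong numbers were not always called active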
Active calls of the source: *; i = inactive; x = not tested or not shown.

structure	P. falciparum M1AAP	West Nile virus CPE	human PMI inhibitors	P. falciparum M17LAP	Yfh1-depleted yeast	SIAH1 antagonists	CSM14.1 death rescue	PhoP inhibition	XIAP displacement
COc1ccc(C(=O)NCc2nnc(SCC(=O)N3CCCCC3)o2)cc1	-1%	x	-6%	8%	x	7%	-1.3%	-4%	-4.3%
CCOc1cnc(-c2c(-c3c(Cl)cccc3Cl)noc2C)o1	-1%	-0.8%	8%	0%	i	-2%	0.5%	2%	-5.6%
CCOc1ccc(CCNC(=O)C(O)c2ccccc2)cc1 (stereo unspecified)	1%	-0.2%	8%	11%	i	-1%	-2.6%	17%	-1.3%
CCn1c(NCc2ccccn2)nc2ccccc21	2%	0.3%	15%	5%	i	-3%	-1.6%	1%	1.4%
Cc1cccc(NC(=O)CSc2nnc(-c3ccccc3)n2N)c1	3%	0.1%	-8%	9%	i	-4%	0.3%	-1%	-7.5%
CCN(CC)c1ccc(C(=O)N/N=C/c2ccc(OC)cc2OC)cc1	1%	-0.3%	6%	-9%	i	-3%	-0.6%	7%	-6.7%
CCCN1Cc2cccc(C(=O)Nc3ccc(CC)cc3)c2C1=O	-2%	-0.3%	2%	-3%	i	2%	-0.3%	-7%	-0.3%
COC(=O)CN1C(=O)C(C)(C)Oc2ccc(C(=O)NC3CC3)cc21	4%	-0.5%	2%	0%	i	-4%	1.0%	-13%	-3.2%
O=C(CN1CCN(Cc2ccccc2)CC1)N1N=CCC1c1ccccc1 (stereo unspecified)	2%	-0.5%	-12%	-1%	i	-4%	-2.4%	-7%	-14%
CCOc1ccccc1C1C(C(=O)Nc2ccccc2OC)=C(C)Nc2nnnn21 (stereo unspecified)	6%	-0.2%	3%	-5%	i	1%	-2.0%	4%	-7.4%
COCCNC(=O)CCCn1c(=O)c2cc(OC)c(OC)cc2n(CC(=O)Nc2ccc(F)cc2)c1=O	4%	-0.5%	-17%	4%	i	5%	-0.3%	0%	-5.0%
O=C(Nc1nc(-c2ccccn2)cs1)c1ccc2c(c1)OCCO2	-15%	x	-15%	7%	x	-4%	-3.7%	-2%	-5.5%
CCC(=O)N(Cc1ccccc1)c1ccccn1	1%	1.1%	3%	1%	i	3%	-0.7%	8%	-3.4%
CCOc1ccc(C(=O)NCCO)cc1	8%	-0.3%	-5%	1%	i	-2%	-0.6%	-5%	-5.9%
Cc1ccc(C#CC[N+]2(CC#Cc3ccc(C)cc3)CCCCC2)cc1	6%	-0.6%	-16%	4%	i	-6%	-2.6%	0%	-5.8%
Cc1c(Cl)cccc1N(CC(=O)O)S(C)(=O)=O	6%	0.0%	-4%	-1%	i	2%	-6.2%	-2%	-1.9%
CCOC(=O)C(C(=O)Nc1ccccc1)C1CCCCC1 (stereo unspecified)	12%	-0.3%	-1%	7%	i	0%	-0.7%	0%	-3.4%
CCc1cccc2c(C(=O)COC(=O)c3nn(C)c(=O)c4ccccc34)c[nH]c12	-2%	x	6%	5%	x	2%	-0.8%	-5%	-17%
CSc1ccccc1C(=O)C1CCCN(C(=O)CCN2CCCO2)C1 (stereo unspecified)	-1%	-0.4%	16%	1%	i	-4%	-1.4%	-2%	-4.0%
Cc1ccccc1C(=O)NCCSc1ccccc1	7%	0.2%	-10%	6%	i	0%	-0.8%	-1%	-3.7%
COc1ccc(-c2ncnc(C(F)(F)F)c2-c2csc(C)n2)c(O)c1	-1%	0.1%	x	1%	i	2%	x	-9%	x
CCN(CC)S(=O)(=O)c1ccc(N2CCOCC2)c(NC(=O)c2ccc3ccccc3c2)c1	4%	-0.8%	22%	18%	i	0%	-1.1%	-14%	-9.8%
COC(=O)c1cc(OC)c(OC)cc1NC(=O)Cn1nnc(-c2ccccc2Cl)n1	-5%	0.9%	16%	2%	i	-1%	x	-1%	-17%
Cc1ccc(/C=C/C(=O)NCc2ccccn2)o1	0%	-1.0%	7%	14%	i	10%	-0.7%	1%	-0.1%
COc1ccc(-c2c(C)nn(-c3ccccc3)c2N)cc1	-3%	1.2%	9%	-5%	i	2%	-1.5%	2%	-6.4%
N#CC1=C(N)S[C@@H](C(=O)c2ccc(F)cc2)[C@@H]1c1cccs1	-1%	-0.5%	33%	7%	i	0%	-0.9%	6%	-4.7%
Fc1ccccc1OCC1CCCN(Cc2nc(CC3CC3)no2)C1 (stereo unspecified)	3%	-1.2%	6%	1%	i	4%	-0.5%	3%	-1.4%
Nc1ccc(Br)c2c1C(=O)c1ccccc1C2=O	7%	1.1%	3%	6%	i	8%	-1.0%	-2%	6.5%
COc1ccccc1NC(=O)CSc1nc2ccccc2c(=O)n1CCNC(C)=O	2%	-1.0%	1%	10%	i	0%	-0.8%	5%	-1.6%
COCCNC(=O)CSc1ccc(C)cc1	6%	0.2%	0%	-14%	i	-3%	0.0%	-15%	-2.1%
Cc1nc2ccccc2cc1C(=O)N/N=C/c1cccc([N+](=O)[O-])c1	7%	-0.1%	-8%	9%	i	7%	2.2%	4%	-0.9%
COc1cc(N/N=C(\C)c2ccc(N)cc2)nc(-c2ccccc2)n1	7%	-0.8%	3%	15%	i	4%	-1.8%	8%	-6.8%

Gathered by group: those above with an aryl thioether with sulfur outside any ring (six)
structure	P. falciparum M1AAP	West Nile virus CPE	human PMI inhibitors	P. falciparum M17LAP	Yfh1-depleted yeast	SIAH1 antagonists	CSM14.1 death rescue	PhoP inhibition	XIAP displacement
COc1ccc(C(=O)NCc2nnc(SCC(=O)N3CCCCC3)o2)cc1	-1%	x	-6%	8%	x	7%	-1.3%	-4%	-4.3%
Cc1cccc(NC(=O)CSc2nnc(-c3ccccc3)n2N)c1	3%	0.1%	-8%	9%	i	-4%	0.3%	-1%	-7.5%
CSc1ccccc1C(=O)C1CCCN(C(=O)CCN2CCCO2)C1 (stereo unspecified)	-1%	-0.4%	16%	1%	i	-4%	-1.4%	-2%	-4.0%
Cc1ccccc1C(=O)NCCSc1ccccc1	7%	0.2%	-10%	6%	i	0%	-0.8%	-1%	-3.7%
COc1ccccc1NC(=O)CSc1nc2ccccc2c(=O)n1CCNC(C)=O	2%	-1.0%	1%	10%	i	0%	-0.8%	5%	-1.6%
COCCNC(=O)CSc1ccc(C)cc1	6%	0.2%	0%	-14%	i	-3%	0.0%	-15%	-2.1%

(list continues)
structure	P. falciparum M1AAP	West Nile virus CPE	human PMI inhibitors	P. falciparum M17LAP	Yfh1-depleted yeast	SIAH1 antagonists	CSM14.1 death rescue	PhoP inhibition	XIAP displacement
O=C(NC1CC1)C1CCCN(C(=O)NC2CCCCC2)C1 (stereo unspecified)	-3%	1.3%	-1%	-2%	i	21%	-2.3%	3%	-7.2%
CCS(=O)(=O)N1Cc2ccccc2CC1C(=O)Nc1nnc(C2CC2)s1 (stereo unspecified)	-3%	-0.1%	-4%	21%	i	18%	1.6%	-3%	-3.4%
O=C(NCc1cccnc1)c1nc(-c2cccs2)no1	5%	-0.1%	-7%	3%	i	8%	1.0%	2%	0.0%
COc1ccc2c(C)cc(SCC(=O)N(C)C3CCS(=O)(=O)C3)nc2c1 (stereo unspecified)	1%	-0.6%	8%	1%	i	-6%	-0.4%	0%	-6.9%
COc1ccc(OCCn2c(=O)sc3ccccc32)cc1	-1%	-1.0%	-3%	-7%	i	5%	7.6%	-4%	-5.0%
CSc1nn2c(C(F)(F)F)cc(C(F)(F)F)nc2c1C(N)=O	-5%	0.0%	x	-4%	i	-2%	x	7%	x
CCn1nnnc1NC(=O)c1cc(Cl)c(OC)c(Cl)c1	-1%	0.4%	-13%	-2%	i	5%	2.6%	-2%	10%
O=C(COc1ccc(Cl)cc1Br)NNC(=O)C(=O)N1CCCCC1	6%	0.3%	15%	4%	i	-1%	-3.0%	8%	-5.4%
CC1=CC(C)(C)n2c(O)c(N=NC(N)=S)c3cccc1c32	15%	-0.4%	1%	4%	i	2%	2.3%	-6%	-1.7%
c1ccc(CCNc2ncnc3sccc23)nc1	4%	-1.8%	-2%	9%	i	2%	0.3%	4%	-7.0%
COc1ccc(NC(=O)COC(=O)Cc2c(F)cccc2Cl)cc1OC	-3%	0.3%	3%	-7%	i	16%	-1.5%	5%	-4.1%
CC1CN(C(=O)Cn2c(C(F)(F)F)nc3ccccc32)CC(C)O1 (stereo unspecified)	-1%	0.6%	2%	-4%	i	3%	-1.3%	-1%	-3.2%
CCN(CC)CCNC(=S)Nc1ccc(Cl)cc1	-3%	0.9%	10%	3%	i	-2%	-1.4%	4%	-14%
NC1=NC(c2cn[nH]c2-c2cccc(F)c2)n2c(nc3ccccc32)N1 (stereo unspecified)	1%	0.2%	-1%	3%	i	-3%	-1.6%	-4%	-6.9%
O=C(Nc1nnc(C2CCCCC2)s1)c1ccc(Br)s1	0%	-0.5%	6%	14%	i	2%	1.0%	5%	0.5%
Cc1cc(NC(=O)CSc2nnc(-c3c[nH]c4ccccc34)n2C)no1	-1%	0.1%	1%	-2%	i	-2%	0.8%	1%	0.1%
NC(=O)c1ccc(CN2CCC(Cc3ccccc3)CC2)cc1	2%	-0.2%	-9%	-5%	i	8%	-0.9%	15%	-5.8%
O=C(/C=C/c1ccc2c(c1)OCO2)Nc1cc(S(=O)(=O)N2CCOCC2)ccc1N1CCOCC1	17%	-1.0%	12%	-10%	i	0%	15%	-13%	-1.4%
N#CC1=C(SCc2ccccc2)NC(=O)CC1c1ccco1 (stereo unspecified)	5%	-0.5%	31%	1%	i	-2%	-0.5%	-27%	-2.4%
O=C(N=Nc1c(O)[nH]c2ccc([N+](=O)[O-])cc12)c1ccccc1[N+](=O)[O-]	11%	-0.2%	x	8%	i	-3%	x	-6%	x
Cc1ccc2sc(N(CCCN(C)C)C(=O)c3ccc(S(=O)(=O)N(C)C)cc3)nc2c1C	-1%	2.1%	3%	1%	i	-4%	-1.9%	-3%	-0.2%
Cc1cccc(NC(=O)c2cc([N+](=O)[O-])ccc2Cl)c1O	1%	-0.9%	10%	3%	i	1%	-0.9%	-2%	-11%
Cn1c(=O)[nH]c(=O)c2c1nc(N/N=C/c1cccnc1)n2Cc1ccc(Cl)cc1	3%	-0.1%	x	-2%	i	11%	x	-10%	x
